# IL1B secr inh: inhibitors of inflammasome signaling (IL-1 beta secretion). THP-1 LPS/ATP IL-1B secretion, AlphaLISA, 16 h; stronger effect = lower value. activity change, % at 57.5 µM. 4.7% of 360,000 active. AID 743279; in the data active = activity change below about -50%; inconclusive = mostly about -30% to -49%; also: % is scaled to controls: 0 for no effect and ±100 for the full control effect
#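 THP-1 cells pretreated 1 hr with compounds (up to 57.5 uM final), then stimulated with LPS (250 ng/mL final) plus ATP (1.25 mM final); secreted IL-1B measured by AlphaLISA after 16 hr, decreased signal indicating inhibition.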
# MCF10A rerep: inducers of DNA re-replication in MCF 10A breast cells. MCF 10A DNA re-replication, Hoechst nuclear intensity, 48 h. Potency, µM (series often up to 46.1 µM), without a hit: at the highest dose activity, positive = re-replication, most hits filed as activators. 2.9% of 350,000 active; also: potency is read from the fitted curve at half-maximal effect; % of control where 0% means no effect; nearly all actives have a fitted effect of over 50% in size
# HT1080 IDH1KD tx: toxicity to HT-1080 IDH1 knockdown cells (counter line); HT-1080 IDH1 knockdown viability, ATP luminescence, 48 h; 2% of 360,000 active; AID 686971; Potency, µM (series often up to 46.1 µM), for the others: at the top dose activity, negative = toxicity, hits mostly cytotoxic;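 also: potency is read from the fitted curve at half-maximal effect; 0% = DMSO wells and -100% = cell-free medium wells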
#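 HT-1080-IDH1KD cells (IDH1 knocked down), 750/well in RPMI with 5% FBS, treated with compound 48 h at 37 degrees C. Viability by CellTiter-Glo luminescence, normalised to DMSO and no-cell wells; concentration-response curves classed.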
# DRD3 agonist: agonists of human D3 dopamine receptor; P35462; max activation, %; D3R DiscoveRx beta-arrestin cells, luminescence, 90 min; 0.58% of 410,000 active; in the data active = max activation above about 30%; also: 0% is about no effect; mostly tested at two doses, the higher about 12 µM
# Target sequence (P35462 whole entry, looked up): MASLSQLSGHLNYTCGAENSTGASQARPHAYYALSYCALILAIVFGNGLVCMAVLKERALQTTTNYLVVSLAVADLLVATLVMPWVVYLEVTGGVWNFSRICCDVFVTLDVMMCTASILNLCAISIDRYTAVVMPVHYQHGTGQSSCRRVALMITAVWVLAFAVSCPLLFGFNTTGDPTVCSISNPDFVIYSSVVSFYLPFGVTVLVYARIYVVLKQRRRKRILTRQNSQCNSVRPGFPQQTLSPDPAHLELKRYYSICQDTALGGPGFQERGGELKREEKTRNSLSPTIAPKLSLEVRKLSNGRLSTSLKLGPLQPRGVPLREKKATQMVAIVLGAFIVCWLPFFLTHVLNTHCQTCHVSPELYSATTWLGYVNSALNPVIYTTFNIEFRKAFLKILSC
#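 Cells at 1500/well, incubated overnight, then treated with pinned compounds (dopamine as control) for 90 min at 37 degrees C. DiscoveRx reagent added for 30 - 60 minutes at room temperature; luminescence read.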
# SW480 rereplic: induces DNA re-replication in SW480 colon adenocarcinoma cells | AID 624297 | 1.8% of 340,000 active | Potency, µM (highest dose often 46.1 µM), without a hit: at the highest dose re-replication activation, actives largely listed as activators | SW480 DNA re-replication, Hoechst DNA content imaging, 48 h; also: potency is read from the fitted curve at half-maximal effect; % of control where 0% means no effect; nearly all actives have a fitted effect of over 55% in size
#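 Treated cells incubate 48 hr (37 C, 5% CO2), are stained 40 min with Hoechst, and nuclear fluorescence is enumerated; a rise in nuclei with high DNA signal marks re-replication.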
# HT1080NT lethal: kills 2HG-producing HT-1080-NT fibrosarcoma cells; Potency, µM (top dose mostly 46.1 µM), for inactives: top-dose activity, negative = less viability, actives largely listed as cytotoxic; AID 686970; 1.6% of 360,000 active; HT-1080-NT fibrosarcoma viability, CellTiter-Glo ATP luminescence, 48 h;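 also: NT is the 2HG producing partner of a matched IDH1 knockdown line; potency is read from the fitted curve at half-maximal effect; 0% = DMSO-treated cells and -100% = media-only wells without cells; nearly all actives have a fitted effect of over 55% in size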
#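 HT-1080-NT; 750 cells/well; 5% FBS RPMI; 48 h compound, 37 degrees C; CellTiter-Glo luminescence; curve fitting and curve-class assignment.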
# KB-3-1 tox: kills parental KB-3-1 adenocarcinoma cells. KB-3-1 viability, CellTiter-Glo ATP luminescence, 72 h. Potency, µM (top dose mostly 46.1 µM), inactives show at the top dose activity change, negative = cytotoxic, hits mostly cytotoxic. 1.4% of 400,000 active; also: potency is read from the fitted curve at half-maximal effect; % is scaled to controls: 0 for no effect and ±100 for the full control effect; nearly all actives have a fitted effect of over 60% in size
#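 72 h, 37 °C compound treatment of KB-3-1 parental cells; CellTiter-Glo added, 10 min, luminescence read. Data corrected against DMSO-only plates and normalized before curve fitting.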
# KB-V1 MDR tox: kills drug-selected multidrug resistant KB-V1 cells; KB-V1 MDR cells viability, CellTiter-Glo, 72 h; Potency, µM (doses to about 46.1 µM), without a hit: at the highest dose activity change, negative = cytotoxicity, usual class: cytotoxic; 3.4% of 400,000 active; AID 1347076; also: potency is read from the fitted curve at half-maximal effect; % is scaled to controls: 0 for no effect and ±100 for the full control effect; nearly all actives have a fitted effect of over 60% in size
#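 Cytotoxicity via CellTiter-Glo luminescence after 72 h compound exposure at 37 degrees C. Cells: drug-selected KB-V1 line, DMEM phenol-red free plus 10% FBS. Compounds tested at multiple concentrations; normalized data fitted to concentration-effect curves.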
# GLP1R cytotox: cytotoxicity in counter-screen for GLP-1R inverse agonists; HEK293 cAMP-luciferase reporter cells, luminescence, 24 h; 0.13% of 410,000 active; Potency, µM (titrated, usually from 38.3 µM), without a hit: at the highest dose activity change, negative = inhibition, most hits filed as inhibitors;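 also: loss of luciferase light is scored as toxicity; potency is read from the fitted curve at half-maximal effect; % is scaled to controls: 0 for no effect and ±100 for the full control effect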
#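 Luminescence readout: signal drop marks cytotoxicity. Plated cells grew 12 h at 37 °C, 5% CO2, received 23 nL compound for 24 h, then got luciferase reagent, read after 12 min at RT.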
# * hit, by the source's call; ? = inconclusive; / = not tested or not shown; & = joins results of further samples; [ ] = another dose, or the depositor's remark. Unless noted, calls follow the shape of the dose curve; as a rule, active = well fitted curve in the direction sought with a large enough effect; inconclusive = small, poorly fitted or top-dose-only effect, or another doubt; inactive = no such curve, though single readings can be large; an effect the other way counts as inactive or inconclusive.
SMILES,IL1B secr inh,MCF10A rerep,HT1080 IDH1KD tx,DRD3 agonist,SW480 rereplic,HT1080NT lethal,KB-3-1 tox,KB-V1 MDR tox,GLP1R cytotox
O=C(c1cccc(Oc2ccc([N+](=O)[O-])cc2)c1)N1CCOCC1,6,0%,-1%,0,2%,?,4%,-2%,-3%
O=C(OCn1nnc2ccccc2c1=O)C12CC3CC(CC(O)(C3)C1)C2,22,15%,14%,-4,-1%,-5%,6%,-16%,4%[7.66 µM]
CC1(C)N=C(N)NC(Nc2ccccc2)=N1,20,5%,?,-5,-2%,8.2µM*,5%,17%,-1%
CC(C)n1c(O)c(N=NC(=O)Cn2ccc(C(F)(F)F)n2)c2ccccc21,0,?,11%,-4,-30%,-2%,?,8.2µM*,-17%
COC(=O)/C(C#N)=C/c1ccc(-c2ccc(S(N)(=O)=O)cc2)o1,-74*,-1%,-1%,-12,-3%,1%,-1%,20%,0%
Cc1ccc(C(=O)NCCNC(=O)c2cnccn2)cc1,15,-4%,18%,-2,1%,15%,-3%,-5%,0%
O=C(CSc1ncc(C(F)(F)F)cc1Cl)NCC1CCCO1 (stereo unspecified),-10,-1%,7%,-6,-8%,4%,17%,0%,3%
CC(=O)Nc1ccc(S(=O)(=O)Oc2cccc(N3C(=O)C4CCCCC4C3=O)c2)cc1 (stereo unspecified),13,7%,-21%,29,0%,-16%,0%,?,-8%
CC(=O)NC1CCCN(O)C(=O)/C=C(\C)CCOC(=O)C(NC(C)=O)CCCN(O)C(=O)/C=C(\C)CCOC(=O)C(NC(C)=O)CCCN(O)C(=O)/C=C(\C)CCOC1=O (stereo unspecified),25,5%,-1%,26,?,0%,0%,-16%,2%
CCCOc1cccc(/C=N/NC(=O)c2csc(C)c2C)c1,14,4%,-11%,1,-1%,-12%,-2%,3%,-25%
O=C(NCCc1ccc(F)cc1)c1ccncc1,-12,?,-6%,-11,1%,-3%,0%,0%,-7%
CCOC(=O)c1cccc(NC(=O)CCn2cccc2)c1,-15,-3%,-2%,-4,0%,2%,2%,-9%,21%
COC(=O)COc1ccc(/C=N/NC(=O)c2ccc(N(Cc3ccccc3)S(C)(=O)=O)cc2)cc1,-95*,?,-13%,-7,8%,5%,?,-4%,0%
CCN(CC)C(=O)c1cccc2c1C(=O)c1ccccc1-2,-16,8%,-20%,-3,-7%,-5%,-2%,6%,-2%
O=C(C1CCCN(Cc2ccc(Cl)cc2)C1)N1CCCCC1 (stereo unspecified),16,0%,-3%,-12,-2%,0%,-2%,17%,0%
O=C(NNC(=O)c1cc(OCC(F)(F)F)ccc1OCC(F)(F)F)c1ccc(Cl)c(Cl)c1,-22,?,3%,9,3%,-1%,?,?,-15%
O=C(COC(=O)c1cccc(NC(=O)c2ccco2)c1)c1ccc(Br)cc1,0,?,-16%,9,-13%,-1%,-11%,-15%,-19%
CCOC(=O)[C@]12CCCC=C1N(Cc1ccco1)C(=O)[C@H](CC(=O)NCC1CCCCC1)C2,-20,/,-9%,-4,/,2%,-3%,0%,-2%
O=C(CN1CCOCC1)Nc1nc2ccc(Cl)cc2s1,-12,1%,-1%,-10,3%,-1%,-9%,-13%,5%
O=C(O)CC/C(=N/NC(=O)CNC(=O)Cc1ccc(Cl)cc1)c1ccccc1,-1,-6%,5%,2,1%,7%,6%,0%,2%
O=C(CCSc1nnc(-c2ccco2)o1)Nc1ccccc1,11,8%,2%,2,0%,4%,-13%,-11%,-7%
Cc1ccc(C(C(=O)NC2CCCC2)N(C(=O)c2csnn2)c2cccc(F)c2)o1 (stereo unspecified),13,-7%,0%,-8,-3%,9%,5%,-16%,-2%
COCOc1ccc(-c2oc3c(C/C=C(\C)CCC=C(C)C)ccc(O)c3c(=O)c2OCOC)c(OCOC)c1,-4,-4%,1%,-2,-14%,-2%,0%,-4%,7%
O=S(=O)(NN=C1CCCCCC1)c1ccc(Cl)cc1,11,-22%,13%,-1,-5%,20%,10%,18%,9%
Cc1cccc(-n2nnc3cnn(C)c3c2=O)c1,2,2%,9%,-1,-4%,9%,15%,20%,-6%
O=CNc1c(Cl)cc2c(c1Cl)Cc1cc([N+](=O)[O-])ccc1-2,11,?,-12%,12,21µM*,-1%,?,?,25%
CN(C[C@H](Cc1ccccc1)N(C[C@H](Cc1cccc2ccccc12)N(CCc1ccccc1)N=O)N=O)N=O,22&0,-6%,13%&0%,-20&4,-1%,0%&2%,14%&5%,?,11%&41%
CCOC(=O)N1CCC(N(CCN(C)C)C(=S)Nc2cc(C)cc(C)c2)CC1,-1,21%,-8%,-1,?,-5%,2%,0%,14%
CCN(CC)CC(=O)c1c[nH]c2ccccc12,35,4%,5%,-2,-4%,3%,-3%,0%,4%
CSc1ccccc1NC(=O)COc1nsnc1N1CCOCC1,0,11%,2%,-3,-10%,3%,1%,?,1%
Cc1cccc(N2CCN(c3ccc(C(=O)O)cc3NC(=O)c3cccc(Cl)c3)CC2C)c1 (stereo unspecified),/,/,/,-10,/,/,8%,?,-15%
COc1cccc(C2CC(=O)Nc3cc(C)c(C)cc32)c1 (stereo unspecified),38,/,-25%,-3,/,?,?,21µM*,?
Cc1nn(Cc2ccc(C(=O)N3CCCC3)o2)c(C)c1[N+](=O)[O-],45,-2%,1%,-15,0%,-4%,-10%,-6%,-5%
C=CCN(C/C(=N\O)c1sc(C(=O)OCC)nc1C)c1cccc(Br)c1,12,27%,-11%,63*,-14%,-24%,9%,-6%,?
COc1ccc(C2=NOC(CNC(N)=S)C2)cc1 (stereo unspecified),-3,0%,-9%,-1,-2%,-1%,1%,-13%,4%
COc1ccc(CC(=O)Nc2c(C(N)=O)oc3ccccc23)cc1,-5,14%,-1%,3,-9%,11%,1%,10%,5%
CN(C)c1ccc(C(=S)N2CCN(C(=S)Nc3cccc4ccccc34)CC2)cc1,4,0%,1%,-3,-11%,8%,12%,-13%,-8%[0.307 µM]
O=C(NCC(=O)N1CCCCCCC1)c1ccccc1Br,-7,1%,-1%,1,1%,7%,?,15%,-2%
Clc1ccc(NN(Cc2ccncc2)c2ccc(Cl)cc2)cc1,-23,/,-18%,-2,/,?,?,?,-27%
CCOc1ccc(NCc2cc3cc(OC)ccc3[nH]c2=O)cc1,45,26%,-2%,-5,8%,-1%,-12%,1%,-3%
CCC(=O)Nc1nc(C)c(-c2csc(Nc3ccccn3)n2)s1,-96*,3%,?,1,-16%,?,?,-12%,-28%
COc1ccc(N2CCOCC2)c(NC(=O)c2ccco2)c1,-11,17%,-6%,-3,7%,-1%,-10%,?,2%
Cc1cc(C)n2c(Nc3ccc4c(c3)OCCO4)c(CCc3ccccc3)nc2n1,10,/,-29%,22,/,?,-26%,?,-12%
CC(C)(C)c1ccc(NC(=O)Nc2ccc3ccccc3n2)cc1,0,0%,14%,-4,-8%,-15%,6%,6%,-2%
Cc1cc2nc3c(c(=O)n2[nH]1)CCCC3,-2,-1%,18%,8,-7%,23%,2%,?,-4%
Cc1ccccc1C(=O)OCc1cc(=O)n2nc(C3CCCCC3)sc2n1,/,/,/,-3,/,/,-2%,2%,-1%
O=C(CSc1nncn1-c1ccccc1)NC1CCCC1,-2,-15%,8%,0,-5%,7%,16%,20%,3%
Cc1ccc(NC(=O)Nc2cn(C)c(=O)c3ccccc23)c(Cl)c1,/,/,/,2,/,/,-10%,-2%,0%
O=C(c1ccccc1)N1N=C(c2ccc(F)cc2)CC1(O)C(F)(F)F (stereo unspecified),-4,10%,1%,0,-6%,-1%,-8%,?,-6%
O=C(NCCc1ccccc1)c1ccc(Br)o1,-15,20%,8%,-10,-3%,15%,14%,?,4%
Cc1nc2ccccc2nc(C)c1=NOCc1ccc(Cl)cc1Cl,0,?,-3%,-12,15%,4%,-2%,-2%,-3%
CC(C)(C)NC(=O)C(c1ccc(O)cc1)N(Cc1ccco1)C(=O)CCC(=O)Nc1ccccn1 (stereo unspecified),-8,-7%,7%,2,-8%,20%,10%,1%,-11%
COc1ccc(NC(=O)CCC(=O)N2CCN(S(=O)(=O)c3ccc(C)cc3)CC2)c(OC)c1,-9,-4%,11%,-6,?,6%,8%,-3%,8%
COc1ccc(C(=O)/C=C\c2ccc(NC(=O)c3cccs3)cc2)cc1,?,?,?,0,18µM*,?,?,?,-4%
Cc1nn(-c2cc(N3CCCCC3)ccc2N)c(=O)c2ccccc12,-15,-1%,3%,-11,0%,3%,-8%,-29%,7%
CC(=O)c1cccc(NC(=O)CCN2C(=O)C3CC=CCC3C2=O)c1 (stereo unspecified),8,-3%,4%,2,-16%,10%,7%,0%,2%
Cc1cc(C)c(C(=O)CSc2nnc(N)s2)c(C)c1,-14,?,3%,14,4%,-2%,-9%,0%,-12%
COc1cccc(NC(=S)N(CCc2c(C)[nH]c3ccccc23)Cc2cccs2)c1,-20,-7%,?,-13,11%,-29%,?,-21%,-17%

# In the list so far, 3 contain a thiophene ring, fused or not:
SMILES,IL1B secr inh,MCF10A rerep,HT1080 IDH1KD tx,DRD3 agonist,SW480 rereplic,HT1080NT lethal,KB-3-1 tox,KB-V1 MDR tox,GLP1R cytotox
CCCOc1cccc(/C=N/NC(=O)c2csc(C)c2C)c1,14,4%,-11%,1,-1%,-12%,-2%,3%,-25%
COc1ccc(C(=O)/C=C\c2ccc(NC(=O)c3cccs3)cc2)cc1,?,?,?,0,18µM*,?,?,?,-4%
COc1cccc(NC(=S)N(CCc2c(C)[nH]c3ccccc23)Cc2cccs2)c1,-20,-7%,?,-13,11%,-29%,?,-21%,-17%

# An unsorted share of the library, and some 11% of all compounds hit somewhere here.
